AID2073: disruptors of CaV2.2 binding to Mint1 – biochemical, HTRF (AID 2073) | HTRF protein-protein interaction, Mint1-CaV2.2; higher % means a stronger effect | inhibition, % at 20 µM; hits with a dose series show IC50 in µM | 290,000 tested, 0.19% active; in the data active means inhibition mostly above about 51%, no sharp cut-off; further: some results filed as inactive read as strong as hits
PMI inhibitors: inhibitors of human PMI, primary screen, biochemical, fluorescence intensity, coupled assay (AID 1209); 190,000 tested, 0.42% active; purified PMI enzyme, coupled fluorescence intensity; higher % means a stronger effect; inhibition, % at 20 µM; hits with a dose series show IC50 in µM;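 further: plate controls were DMSO vehicle for no effect and wells lacking substrate for full effect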
human PMI inhibitors: human PMI inhibitors, high substrate, primary screen, biochemical, fluorescence intensity, high mannose 6-phosphate (AID 1220). recombinant PMI enzyme, coupled fluorescence intensity; higher % means a stronger effect. inhibition, % at 20 µM; hits with a dose series show IC50 in µM. 190,000 tested, 0.66% active
Dynein transport: blocks dynein driven cargo transport along microtubules; z-score, hits read low; 220,000 tested, 0.47% active; 3617.4 mouse cells, GR-EGFP nuclear translocation imaging; test concentration mostly 20 µM; stimulated with dexamethasone, 1 µM; stronger effect = lower value; AID 1381;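 active means plate z-score of nuclear minus cytoplasmic receptor signal below a set negative limit, without overly bright fluorescence or cell loss, cut at about -3.5 in these data, passing the limit was not always enough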;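 further: z-score of nuclear minus cytoplasmic ring GR-EGFP intensity difference per well; some compounds called inactive have numbers as strong as hits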
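Schedule: 48 h induction, then 1 h compound, then 30 min agonist, 37 °C. Buffer or medium: tetracycline-free induction medium containing charcoal-stripped FBS. Reagent: 1.0 µM final dexamethasone stimulus. Evaluation: nuclear versus cytoplasmic GR-EGFP signal, averaged per well. Signal: high-content fluorescence imaging after fixation.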
XIAP displacement: small molecules displacing peptide from XIAP – biochemical, IAP family, fluorescence polarization (AID 1018). XIAP BIR domain, fluorescence polarization peptide displacement; higher % means a stronger effect. one-dose displacement, % at 20 µM; IC50 in µM for titrated hits. 200,000 tested, 0.007% active; in the data active means displacement above about 50%; further: a part of the inactive calls stands beside numbers as strong as those of hits
SIAH1 antagonists: Siah-1 peptide-binding antagonists, primary screen, biochemical, fluorescence polarization, rhodamine-plectin, uHTS (AID 1817); Siah-1 / rhodamine-plectin peptide fluorescence polarization; higher % means a stronger effect; displacement, % at 20 µM, or IC50 in µM where a hit was titrated; 290,000 tested, 0.02% active;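 active means displacement of at least 50% at 20 µM, with a fluorescence ratio check between 0.3 and a set limit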;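 further: plate controls were Siah plus tracer with DMSO for no effect and tracer alone without Siah for full effect; strong numbers were not always called active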
P. falciparum M1AAP: malaria alanyl aminopeptidase activity blockers – biochemical, fluorogenic H-Leu-NHMec substrate, 1536-well (AID 1445). 220,000 tested, 0.42% active. inhibition, % at 30 µM, or IC50 in µM where a hit was titrated. recombinant M1AAP, H-Leu-NHMec fluorogenic kinetic assay; higher % means a stronger effect;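 active means primary inhibition above the hit cutoff, then over 50% inhibition at one or more dose response concentrations, cut at about 23% in these data, passing the limit was not always enough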;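 further: plate controls were DMSO full reaction for no effect and no enzyme background for full effect; strong numbers were not always called active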
LYP phosphatase: PTPN22 lymphoid phosphatase activity blockers – biochemical, fluorescence intensity, uHTS (AID 1779). recombinant LYP phosphatase, fluorescence intensity; higher % means a stronger effect. one-dose inhibition, % at 11.5 µM; IC50 in µM for titrated hits. 290,000 tested, 0.054% active;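 further: plate controls were vehicle with enzyme for no effect and no enzyme for full effect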
M17LAP inhibition: P. falciparum M17LAP inhibitors, primary screen, biochemical, fluorogenic H-Leu-NHMec substrate, 1536-well (AID 1619) | recombinant M17LAP, H-Leu-NHMec fluorogenic kinetic assay; higher % means a stronger effect | 220,000 tested, 0.38% active | inhibition, % at 30 µM; hits with a dose series show IC50 in µM;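 active means compound inhibiting the enzyme by more than half at any dose during confirmatory dose-response retesting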;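 further: plate controls were full reaction with DMSO carrier for no effect and no enzyme background for full effect; strong numbers were not always called active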
Dynein transport cytoplasmic EGFP: also measured in Dynein transport; calls as there; z-score; measured here: cytoplasmic GR-EGFP intensity; stronger effect = higher value
Dynein transport nuclear GR-EGFP: recorded beside Dynein transport, whose call it bears; z-score; measured here: nuclear GR-EGFP intensity;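 lower value marks the stronger effect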
Dynein transport cell count: recorded beside Dynein transport, whose call it bears; z-score; measured here: cell count per field
Active calls of the source: *; nt = no result given. Unless noted, no stated cut-off is given here; in the data, active means inhibition above about 50%; inactive means the rest. Rows were taken by chance, and some 2.1% of all compounds hit somewhere here.

human PMI inhibitors	Dynein transport cytoplasmic EGFP	P. falciparum M1AAP	Dynein transport nuclear GR-EGFP	XIAP displacement	PMI inhibitors	AID2073	SIAH1 antagonists	LYP phosphatase	M17LAP inhibition	Dynein transport cell count	SMILES	Dynein transport
nt	-0.25	3%	-0.32	nt	nt	1%	-6%	-32%	-51%	0.68	CC(=O)N=c1c(C#N)cc2c(=O)n3cccc(C)c3nc2n1CCCOC(C)C	-0.42
-2%	-0.22	1%	2	-4.1%	1%	18%	17%	-7%	-3%	-1.7	CC(=O)c1cccc(NC(=O)c2ccc(OC3CSC3)cc2)c1	2
5%	-0.34	-2%	-0.12	-8.2%	6%	2%	3%	-2%	11%	0.81	CCOC(=O)CSc1nc2cc(C(=O)N3CCC(C(N)=O)CC3)ccc2c(=O)n1C1CCCCC1	-0.34
nt	-0.17	9%	0.53	nt	nt	15%	14%	-1%	23%	0.34	O=C(O)/C=C\C(=O)Nc1cc(O)ccc1[N+](=O)[O-]	0.16
-7%	0.071	0%	0.024	-2.3%	-5%	-5%	0%	-3%	-7%	-0.46	Cc1ccc(-c2nc(C3CCN(S(=O)(=O)c4ccc(C(C)(C)C)cc4)CC3)no2)cc1	-0.33
0%	nt	6%	nt	-4.2%	-2%	0%	3%	-3%	1%	nt	Cc1ccc(Oc2ccccc2/C=C/C(=O)O)cc1	nt
-6%	-0.41	2%	-0.29	-3.1%	-1%	-43%	-5%	-13%	5%	0.38	CCN(CC)CCn1c(=S)[nH]c2cc(Cl)ccc2c1=O	-0.78
nt	-0.18	5%	0.093	nt	nt	2%	4%	-4%	5%	0.16	COc1ccc(C2=NN(C(=O)CN3CCCC3)C(c3ccc(OC)cc3)C2)cc1 (stereo unspecified)	-1.1
-1%	-0.5	-1%	-0.27	-5.2%	4%	1%	1%	7%	-7%	0.52	CCOc1ccc(Br)cc1S(=O)(=O)Nc1ccccc1N1CCOCC1	-0.32
nt	0.17	-1%	1.5	nt	nt	25%	-3%	5%	19%	-1	Cc1ccc(C(=O)c2oc3ccccc3c2NC(=O)c2cc(-c3cc(C)ccc3O)n[nH]2)cc1	0.99
-1%	-0.18	-8%	0.28	-1.6%	-6%	-10%	4%	-8%	-4%	0.38	Cc1ccc(NC(=O)COc2ccc(-n3ccnc3)cc2)cc1Cl	-1.1
nt	-0.17	1%	0.47	nt	nt	-11%	17%	-2%	-6%	0.066	CCOc1ccc(N=C(C)C2=C(O)c3ccccc3C2=O)cc1	0.12
-2%	-0.23	nt	0.29	-8.1%	1%	-11%	-6%	0%	nt	0.43	CCC(C)(C)NC(=O)C(c1ccccn1)N(C(=O)c1csnn1)c1ccc(C)cc1 (stereo unspecified)	0.056
6%	-0.29	9%	0.02	-0.8%	4%	14%	-1%	-13%	-71%	-0.058	COc1ccc2[nH]c3c(NCCCN4CCCC4=O)ncnc3c2c1	-0.29
-1%	-0.31	-1%	-0.43	-4.3%	-5%	-1%	3%	-7%	12%	0.66	O=C1C=C(NNC(=O)c2ccccc2Br)CCC1	-0.22

6 consecutive entries from above, quoted:
human PMI inhibitors	Dynein transport cytoplasmic EGFP	P. falciparum M1AAP	Dynein transport nuclear GR-EGFP	XIAP displacement	PMI inhibitors	AID2073	SIAH1 antagonists	LYP phosphatase	M17LAP inhibition	Dynein transport cell count	SMILES	Dynein transport
nt	-0.18	5%	0.093	nt	nt	2%	4%	-4%	5%	0.16	COc1ccc(C2=NN(C(=O)CN3CCCC3)C(c3ccc(OC)cc3)C2)cc1 (stereo unspecified)	-1.1
-1%	-0.5	-1%	-0.27	-5.2%	4%	1%	1%	7%	-7%	0.52	CCOc1ccc(Br)cc1S(=O)(=O)Nc1ccccc1N1CCOCC1	-0.32
nt	0.17	-1%	1.5	nt	nt	25%	-3%	5%	19%	-1	Cc1ccc(C(=O)c2oc3ccccc3c2NC(=O)c2cc(-c3cc(C)ccc3O)n[nH]2)cc1	0.99
-1%	-0.18	-8%	0.28	-1.6%	-6%	-10%	4%	-8%	-4%	0.38	Cc1ccc(NC(=O)COc2ccc(-n3ccnc3)cc2)cc1Cl	-1.1
nt	-0.17	1%	0.47	nt	nt	-11%	17%	-2%	-6%	0.066	CCOc1ccc(N=C(C)C2=C(O)c3ccccc3C2=O)cc1	0.12
-2%	-0.23	nt	0.29	-8.1%	1%	-11%	-6%	0%	nt	0.43	CCC(C)(C)NC(=O)C(c1ccccn1)N(C(=O)c1csnn1)c1ccc(C)cc1 (stereo unspecified)	0.056

Continued.
human PMI inhibitors	Dynein transport cytoplasmic EGFP	P. falciparum M1AAP	Dynein transport nuclear GR-EGFP	XIAP displacement	PMI inhibitors	AID2073	SIAH1 antagonists	LYP phosphatase	M17LAP inhibition	Dynein transport cell count	SMILES	Dynein transport
50%*	0.49	6%	-0.19	-6.7%	20%	12%	-1%	8%	-23%	0.5	O=C(Nc1cccc2nsnc12)c1ccc(-c2ccc(Br)cc2)o1	-0.36
nt	-0.25	0%	1	nt	nt	21%	-2%	-8%	1%	0.55	CC(c1ccccc1)c1nnc(NC(=O)c2ccc3c(c2)OCO3)s1 (stereo unspecified)	0.8
-100%	-0.31	4%	0.88	1.2%	-66%	-12%	11%	-4%	0%	-0.42	Cc1[nH]c(=S)c(C#N)c2c1CCCC2	0.17
nt	-0.23	3%	0.079	nt	nt	-1%	3%	-3%	12%	0.22	N=c1c2c(ncn1CCN1CCOCC1)Oc1cc(O)ccc1C2c1ccccc1 (stereo unspecified)	0.36
-6%	-0.28	0%	-0.6	-1.9%	-7%	-1%	0%	-5%	1%	0.99	CC(C)(C)C1CCC(=NNC(=O)CC(=O)NCc2ccccc2)CC1 (stereo unspecified)	-0.58
nt	-0.22	-5%	-0.37	nt	nt	5%	1%	-8%	0%	0.42	CC(=O)Nc1ccccc1OC(C)C(=O)N1CC(C)CC(C)C1 (stereo unspecified)	-1.1
6%	-0.21	0%	-0.41	-3.9%	2%	-8%	1%	-6%	15%	1.1	OC1(c2ccccc2)C/C(=N\n2cnnc2)C=C1c1ccccc1 (stereo unspecified)	-0.84
2%	-0.24	5%	-0.25	1.6%	5%	-8%	6%	2%	-15%	0.85	COc1cc(/C=N/NC(=O)CN(Cc2ccco2)S(=O)(=O)c2ccccc2)ccc1O	-0.34
-9%	-0.12	5%	0.46	-2.9%	-6%	-10%	-3%	-7%	-9%	0.095	N#CCCCSc1nnc(-c2ccc(Cl)cc2)n1-c1ccccc1	0.5
6%	-0.14	1%	-0.00084	0.2%	2%	-1%	0%	-1%	-16%	0.34	COc1ccc(CNC(=O)COC(=O)C2CCC(C(C)(C)C)CC2)cc1 (stereo unspecified)	-0.15
-8%	-0.16	15%	-0.0047	-8.4%	-9%	18%	-7%	2%	38%	-0.13	Cc1cccc(NC(=O)CSc2nnc(NC(=O)c3ccco3)s2)c1	-0.16
-2%	-0.0099	-7%	-0.26	-2.8%	2%	-9%	2%	-8%	-19%	-0.32	c1csc(CSc2nnc3sc4ccccc4n23)c1	-0.58
10%	-0.19	-3%	0.028	-2.2%	8%	-3%	-2%	1%	-9%	0.25	C=C(C)C1Cc2c(C)nn(-c3ccccc3)c2C1 (stereo unspecified)	0.081
-13%	nt	nt	nt	-1.4%	-13%	4%	3%	-4%	nt	nt	CCOC(=O)c1cnn(-c2nc3sc4c(c3c(=O)[nH]2)CCCC4)c1N	nt
4%	-0.17	-10%	-0.41	0.9%	3%	-7%	9%	-2%	-6%	-0.14	CCN(CC(=O)NC1CCCCCC1)S(=O)(=O)c1ccccc1	-0.7
8%	-0.2	10%	0.46	-6.9%	-2%	-10%	4%	-4%	4%	0.11	CCOc1cccc(C(=O)NC(=S)Nc2ccc(N3CCN(CC)CC3)cc2)c1	0.52
-7%	-0.29	1%	0.0074	-5.8%	-11%	-4%	-4%	-10%	-4%	-0.28	CCC(=O)OCn1nnc2ccccc2c1=O	0.8
15%	-0.19	6%	-0.24	-6.8%	3%	0%	16%	-4%	16%	-0.36	COc1ccc(Nc2ccc(C(N)=O)cc2[N+](=O)[O-])cc1	-0.64
-56%	-0.23	11%	-0.17	-10%	-46%	9%	0%	8%	16%	0.72	CCCC1=[N+](CC(=O)c2ccc(C)cc2)CCn2cccc21	-0.21
nt	-0.22	1%	0.57	nt	nt	3%	3%	-5%	-16%	-0.27	O=C(CCc1nnc(CCCCc2ccccc2)o1)N1CCCC(O)C1 (stereo unspecified)	0.23
5%	-0.4	6%	0.39	-0.8%	4%	2%	-6%	-7%	-9%	0.054	COC(=O)C1ON2OC(C(=O)OC)C(C(=O)OC)C2C1CC(C)=O (stereo unspecified)	0.56
nt	-0.11	2%	1.3	nt	nt	3%	8%	-8%	-7%	-1.6	CCCNc1c(N)c(=O)c1=O	1.6
1%	0.18	0%	1.1	-0.5%	-7%	5%	7%	-6%	4%	-1.1	COc1ccc(-n2nnc3c(SCc4ccccc4)ncnc32)cc1	0.69
0%	-0.16	-3%	0.25	0.6%	2%	6%	15%	-3%	7%	-0.78	Cc1no[n+]([O-])c1COc1ccc(/C=N/n2nnnc2N)cc1	-0.61
7%	-0.26	10%	-0.61	-9.5%	3%	5%	4%	-3%	24%	-0.64	NC1=NC(c2ccc(Cl)cc2)n2c(nc3ccccc32)N1 (stereo unspecified)	0.18
10%	-0.24	8%	0.18	-4.8%	10%	5%	-2%	2%	-2%	1.2	CCC(NS(=O)(=O)c1ccc(OC)cc1)C(=O)O (stereo unspecified)	0.034
14%	1.7	5%	0.053	-12%	33%	-5%	-1%	9%	2%	-0.44	Cc1ccc(NS(=O)(=O)c2cc([N+](=O)[O-])ccc2NNC(=S)Nc2cccc(Cl)c2)c(C)c1	-0.62
10%	-0.22	-4%	-0.23	-5.6%	-1%	-18%	0%	0%	-4%	0.99	CCOc1ccc2nc(SCC(=O)N(C)C3CCS(=O)(=O)C3)[nH]c2c1 (stereo unspecified)	-0.78
-1%	-0.28	7%	0.31	-3.8%	-6%	-1%	1%	1%	15%	-0.45	Cc1noc(C)c1COc1cccc(C(=O)N2CCc3ccccc32)c1	0.16
5%	-0.19	16%	0.81	-0.5%	10%	25%	5%	-9%	12%	-1.1	Cc1ccc2c(c1)c1cccc3c1n2CCN3CCC(N)=O	0.83

Bioassay records from PubChem BioAssay.
